DT40 TDP1 no CPT: qHTS for Inhibitors of human tyrosyl-DNA phosphodiesterase 1 (TDP1): qHTS in cells in absence of CPT; DT40 Tdp1-/- hTDP1 cells, no CPT, ATP luminescence, 48 h; Potency, µM (top dose mostly 46.2 µM), inactives show at the highest dose activity change, negative = growth inhibition, hits mostly inhibitors; actives 15% (n = 420,000); note: nearly all actives have a fitted effect of over 55% in size
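Growth kinetics read by CellTiter-Glo luminescence after ≥48 hr at 37 °C. Cells: DT40 Tdp1-/- stably carrying human TDP1, 400 per well, compound exposure in the absence of CPT (DMSO vehicle).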
TDP1 inh: blocks human tyrosyl-DNA phosphodiesterase 1; Q9NUW8; recombinant TDP1, AlphaScreen DNA substrate cleavage; Potency, µM (titrated, usually from 130 µM), inactives show at the top dose activity change, negative = inhibition, hits mostly inhibitors; actives 0.28% (n = 350,000); note: nearly all actives have a fitted effect of over 40% in size
Target sequence (Q9NUW8 whole entry, looked up): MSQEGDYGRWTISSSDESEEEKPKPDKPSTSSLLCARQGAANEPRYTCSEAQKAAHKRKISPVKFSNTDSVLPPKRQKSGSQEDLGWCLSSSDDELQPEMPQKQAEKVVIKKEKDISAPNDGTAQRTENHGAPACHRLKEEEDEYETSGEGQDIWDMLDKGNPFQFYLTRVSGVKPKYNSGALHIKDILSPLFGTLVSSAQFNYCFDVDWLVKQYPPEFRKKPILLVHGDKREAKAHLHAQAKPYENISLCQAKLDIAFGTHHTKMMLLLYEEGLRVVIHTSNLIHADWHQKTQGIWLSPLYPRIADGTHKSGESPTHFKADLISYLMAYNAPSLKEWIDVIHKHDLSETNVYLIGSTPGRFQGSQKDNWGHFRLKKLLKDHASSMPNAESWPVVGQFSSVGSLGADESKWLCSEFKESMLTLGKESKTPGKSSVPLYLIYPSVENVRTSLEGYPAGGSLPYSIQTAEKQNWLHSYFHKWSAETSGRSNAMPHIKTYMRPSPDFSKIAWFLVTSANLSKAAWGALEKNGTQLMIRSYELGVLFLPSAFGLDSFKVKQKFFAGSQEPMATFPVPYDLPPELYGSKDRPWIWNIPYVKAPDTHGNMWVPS
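Tdp1 1 nM final; 15 min RT w/ cpd; substrate 15 nM, 5 min; beads 10 ug/ml, 10 min; AlphaScreen read. Neg ctrl: no enzyme.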
N370S GC mod: N370S glucocerebrosidase modulation, Gaucher chaperone candidate | AID 2101 | P04062 | actives 0.092% (n = 330,000) | Potency, µM (top dose mostly 59.4 µM), inactives show at the top dose activity change, negative = inhibition, actives largely listed as inhibitors | N370S GC spleen homogenate, 4MU-glucoside fluorescence;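 note: 0% = full enzyme activity and -100% = no enzyme basal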
* hit, by the source's call; u = inconclusive; x = not tested or not shown; & = joins results of further samples; [ ] = another dose, or the depositor's remark. Calls come from the whole dose curve; as a rule, active = well fitted curve in the direction sought with a large enough effect; inconclusive = small, poorly fitted or top-dose-only effect, or another doubt; inactive = no such curve, though single readings can be large; an effect the other way counts as inactive or inconclusive. Unless noted, % is set by controls: 0 for no effect and ±100 for the full control effect; potency is the fitted concentration of half-maximal effect. Only part of the results is shown (hit frequency here may not be typical).

SMILES | DT40 TDP1 no CPT | TDP1 inh | N370S GC mod
O=C(COCc1cc(-c2ccco2)on1)Nc1cccc(O)c1 | -21% | 6% | x
Cc1ccc(C)n1-c1nnc(N2CCC(C(=O)NCc3ccc(F)cc3)CC2)s1 | 23µM* | 0% | x
CC1CCN(C(=O)CN(C2CCCCC2)S(C)(=O)=O)CC1 | -2% | 2% | 3%
C=CCc1c(O)nc(SCC(=O)c2ccccc2)[nH]c1=O | -26% | -3% | x
CCCNC(=O)NC(=O)CN1C(=O)NC(C)(c2ccc3ccccc3c2)C1=O (stereo not given) | -26% | 0% | -25%
O=C(NCc1ccccn1)c1ccc(N2CCCC2=O)cc1 | -1% | 4% | 14%
CCN1CCN(c2cc(C)c3cc(NC(=O)c4cc(OC)cc(OC)c4)ccc3n2)CC1 | 16µM* | 4%&9% | u
COc1cc(CNC(C)(C)C)cc(Br)c1OCc1cccs1 | 15µM* | 1% | -7%
CCN(CC(=O)Nc1c(F)cccc1F)C(=O)C1CC(=O)N(CCc2ccccc2)C1 (stereo not given) | 0% | x | 1%
CCOC(=O)C(CCC(C)=O)C(=O)c1ccccc1 (stereo not given) | -13% | x | -2%
CN1OC2C(=O)N(c3ccccc3)C(=O)C2C1c1ccc(F)cc1 (stereo not given) | -1% | 3% | 10%
Cc1cc(C)n2nc(SCC(=O)N(C)c3c(N)n(Cc4ccccc4)c(=O)[nH]c3=O)nc2n1 | x | 2% | -10%
CSc1nc2c(c(=O)[nH]1)C(c1cccs1)C1=C(CCCC1=O)N2 (stereo not given) | -11% | -3% | 2%
Cc1ccc(N2CC(C(=O)O)CC2=O)cc1 (stereo not given) | -5% | 0% | -9%
CCOC(=O)c1ccc(C(=O)OCC)nc1 | -1% | 3% | -6%
CCOC(=O)C(=CNc1cscc1S(=O)(=O)C(C)C)C(=O)OCC | u | 0% | 2%
Clc1ccc(CCNC(c2ccc(Cl)cc2)c2nnc(-c3ccccc3)o2)cc1 (stereo not given) | 23µM* | -8% | x
O=P(OC1CCCCC1)(OC1CCCCC1)C(Nc1ccccc1)c1cccnc1 (stereo not given) | 15µM* | x | 12%
O=C(O)/C=C/c1cn(-c2ccccc2)nc1-c1ccc2c(c1)OCCO2 | u | -6% | -7%
CC(C)Cc1ccc(S(=O)(=O)N2CCC(c3ccncc3)CC2)cc1 | 7.3µM* | 7% | x
CCn1c2ccccc2c2nnc(N3CCN(c4cccc(Cl)c4)CC3)nc21 | u | 8% | x
CCCCOC(=O)Nc1nc(CC(=O)OCC)cs1 | u | 2% | 3%
Cc1ccc(S(=O)(=O)NC(CC(=O)NCc2ccco2)c2ccco2)cc1 (stereo not given) | -14% | 6% | 1%
COc1ccc(S(=O)(=O)Nc2cc3c4c(oc3c3ccccc23)CC(C)(C)CC4=O)cc1 | u | 7% | 20%
COCCNC(=O)/C(C#N)=C/c1ccc2c(c1)OCO2 | -9% | 1% | -8%
CC(C)CNC(=O)C1CCN(S(=O)(=O)c2ccc(-n3cnnn3)cc2)CC1 | 5% | x | -2%
N#Cc1cc(Cl)c(NCC2CCCO2)cc1C#N (stereo not given) | -22% | 1% | 28%
Cc1ccc(NC(=O)CCC(=O)NNC(=O)Cc2ccccc2)cc1C | -3% | 2% | -3%
Cc1ccc(-n2nnnc2SCC(=O)NCC2(N3CCCCC3)CCCCC2)c(C)c1 | -10% | -1%[56.1 µM] | x
Cc1c(C)c2ccc(OCC(=O)NCc3ccccn3)cc2oc1=O | 28% | 6% | 5%
CCN(CC)c1ccc2cc(C(=O)Nc3cccnc3N3CCOCC3)c(=O)oc2c1 | x | 4% | -7%
Cc1ccccc1OC(=O)Cn1c(C(F)(F)F)nc2ccccc21 | u | 3% | 3%
COc1ccccc1-n1ncc2c(=O)[nH]c(SCC(=O)Nc3cccc(F)c3)nc21 | -25% | 2% | x
CCCCNC(=O)Cn1cnc([N+](=O)[O-])n1 | -11% | -3% | 17%
CCCCCC1CCC(C(=O)N2CCOCC2)CC1 (stereo not given) | -15% | x | -5%
COc1cccc(/C=N/NC(=O)c2ccc(COc3ccc(Cl)cc3Cl)o2)c1 | -7% | 8% | -2%
Nc1ccccc1-n1cccc1 | 4% | 1% | -4%
Cc1ccc(C(=O)NCc2ccc(Cl)c(Cl)c2)o1 | -5% | 3% | 14%
O=C(C1CCN(S(=O)(=O)c2cccs2)CC1)N1CCN(c2ccccc2F)CC1 | u | 5% | x
N/C(=N\OC(=O)CCC(=O)O)c1ncc(C(F)(F)F)cc1Cl | -1% | -1% | 3%
OCC1(CCc2ccccc2)CCN(Cc2cnc(N3CCCC3)s2)CC1 | -17% | 3% | 2%
O=C(CCCN1C(=O)c2ccccc2C1=O)N1CCOCC1 | 12% | 4% | 6%
CCOC(=O)c1ccc(S(=O)(=O)N2CCN(C3CCCC3)CC2)cc1 | u | -11% | -5%
COc1ccccc1C(=O)N/N=C(\C)c1ccc(NC(=O)C2CC2)cc1 | -17% | 5% | -7%
COCCCN1C(=O)c2ccc(C(=O)Nc3cccc(OC)c3)cc2C1=O | -8% | -1% | 6%
Cc1ccccc1NCC(=O)Nc1cc(S(=O)(=O)N2CCCCC2)ccc1C | 21µM* | 2% | x
O=C(O)CNc1ccc(S(=O)(=O)C(F)(F)F)cc1[N+](=O)[O-] | -2% | -3% | -20%
O=C(CN1CCC(n2nnc3cc(C(F)(F)F)ccc32)CC1)Nc1ccc2c(c1)CCC2 | 21µM* | -1% | 21%
O=C(NCCN1CCN(C(=O)c2ccc([N+](=O)[O-])cc2)CC1)C(=O)NCc1ccccc1 | 7% | 1% | 0%
CCOC(=O)c1[nH]c2cc3c(cc2c1NC(=O)CN1CCC2(CC1)OCCO2)OCO3 | u | -6% | 4%
CC(=O)c1cccc(NC(=O)CSc2nc3c(c(=O)[nH]2)CCC3)c1 | -14% | 6% | x
C[C@H](CO)N1C[C@H](C)[C@@H](CN(C)C(=O)Nc2ccc(F)cc2)Oc2ccc(NS(C)(=O)=O)cc2C1=O | 8% | -4% | x
Cc1ccc(S(=O)(=O)N2CCCCC2)cc1NC(=O)COC(=O)c1ccc(O)cc1 | u | 2% | -14%
CCN(CC)S(=O)(=O)c1cccc(-c2nnc(SCC(=O)NC)n2CCc2ccccc2)c1 | -25% | 2% | -7%
O=C(c1cc(C2CC2)nn1-c1ccccc1)N1CCN(c2ccc(O)cc2)CC1 | u | 3% | -17%
CCN1CCN(C(=O)NS(=O)(=O)c2ccc(C)cc2)CC1 | 4% | x | -5%
COc1cc(C(=O)NCC(c2ccccc2)N(C)C)ccc1OCC(=O)N1CCOCC1 (stereo not given) | -11% | 1% | -12%
O=C(NCCS(=O)(=O)N1CCN(c2ccc(F)cc2)CC1)c1ccccc1Br | u | 5% | x
CCCN(CCC)CCNC(=O)c1cn(C)c(=O)c2c1c1ccccc1n2C | u | x | 16%
Cn1c(SCC(=O)NNC(=O)Cc2ccccc2)nc2ccccc2c1=O | 13µM* | -2% | 1%

More records follow.
SMILES | DT40 TDP1 no CPT | TDP1 inh | N370S GC mod
CCOC(=O)c1c(NC(=O)C(=O)N/N=C(\C)c2ccc(OC)cc2)sc2c1CCCCC2 | u | 8% | 3%
CC1CC(C)(C)CC2(C1)NC(=O)N(CC(=O)NCCc1ccc3c(c1)OCCO3)C2=O (stereo not given) | -19% | 0% | -3%
COc1ccc(NC(=S)N(CCCN2CCCC(C)C2)Cc2cccs2)cc1 (stereo not given) | 29µM* | -4% | -3%
CC(C)CC(CC(C)C)=NNC(=O)c1ccc2c(c1)OCO2 | -5% | 8% | 2%
CC1CCN(S(=O)(=O)c2ccc3c4c2CC(=O)N4CC(C)S3)CC1 (stereo not given) | u | 6% | 3%
Cc1nc2c(o1)CCc1ccccc1C2N1CCN(C)CC1 (stereo not given) | -1%&-9%&-7% | 0%&2% | 2%&-8%
O=C(CN1C(=O)NC(Cc2ccccc2)C1=O)Nc1ccccc1 (stereo not given) | -19% | 2% | -1%
CSc1cccc(NC(=O)CC(c2cccs2)N2Cc3ccccc3C2=O)c1 (stereo not given) | u | 3% | x
COc1cc(OC)cc(C(=O)Nc2ccc(-n3cnnn3)c(C)c2)c1 | u | 3% | -7%
CCCCC(=O)Nc1ccc(N2CCN(S(C)(=O)=O)CC2)cc1 | 0% | 3% | -1%
O=C(NC1CC1)C1=C[C@@H](c2ccccc2)C[C@@H](OCCCCO)O1 | -1% | 3% | -2%
COc1ccc(CNC(=O)c2cc3c(=O)[nH]c4ccccc4c3s2)cc1 | 1% | 7% | x
COC(=O)/C(=C\Nc1ccc(Cl)c2ccccc12)c1ncc(C(F)(F)F)cc1Cl | u | -1% | 15%
CCOC(=O)C1=C(C)Nc2ccccc2N=C1NC(=O)c1cccc(S(=O)(=O)N(C)C)c1 | -11% | 1% | 10%
COc1ccc(-c2cc(-c3ccccc3O)[nH]n2)cc1 | u | 7% | 5%
CCN(CC(=O)Nc1ccccc1C(=O)OC)S(=O)(=O)c1ccc(OC)cc1 | u | -2% | 18%
CC(C)Oc1ccc(CNC(=O)c2cc(S(=O)(=O)N3CCOCC3)cn2C)cc1 | 17% | 1% | -2%
CCOc1cc(C(=O)NCc2nc(-c3cccc(C)c3)no2)cc(OCC)c1OCC | -22% | 6% | x
O=C(NCCSc1ccccc1)c1ccco1 | -15% | 8% | -5%
COc1ccc(-n2nc3cc(C)c(NC(=O)c4ccc(-c5ccc(Cl)cc5)o4)cc3n2)cc1 | -4% | 1%[12.3 µM] | x
CC(=O)C1=C(O)C(=O)N(c2ccc(O)cc2)C1c1ccccc1 (stereo not given) | 20% | x | -16%
Cc1cccc(OCC(=O)Nc2ccc3c(c2)nc(CCNC(=O)c2ccco2)n3C)c1 | -29% | 5% | x
Oc1ccccc1-c1nc(NCc2ccco2)c2ccccc2n1 | u | 5% | 22%
Fc1cccc2sc(Nc3nc4ccccc4s3)nc12 | 12µM* | 0% | 6%
CCC(C)NC(=O)CN(c1cc(C)cc(C)c1)S(=O)(=O)c1c(C)[nH]c(=O)[nH]c1=O (stereo not given) | 5% | x | 10µM*
Cc1csc(SCC(=O)c2ccc(S(=O)(=O)N3CCOCC3)cc2)n1 | -28% | 6% | 2%
Cc1ccc(C)c(N2CCN(C(=O)CC3Sc4ccccc4NC3=O)CC2)c1 (stereo not given) | 16µM* | 3% | 15%
CC(=O)Nc1ccc(NC(=O)C(C)OC(=O)COc2ccc(Nc3ccccc3)cc2)cc1 (stereo not given) | -14% | 8% | x
Cc1ccc(C(=O)N/C(=C\C=C\c2ccccc2)C(=O)NCc2ccco2)cc1 | -14% | 8% | 9%
O=C(O)c1ccccc1NC(=S)NC(=O)c1sc2ccccc2c1Cl | 16µM* | 3% | 1%
COc1cc(C(=O)N/C(=C\c2cn(C)c3ccccc23)C(=O)NCCCN2CCOCC2)cc(OC)c1OC | u | 6% | -6%
CC(C)(C)OC(=O)[C@H](Cc1ccccc1)NC(=O)c1nc[nH]c1C(=O)N[C@@H](CCCCN)C(=O)OC(C)(C)C | 16µM* | 2% | x
CCn1nc(CC(=O)Nc2nnc(CC(=O)N3CCOCC3)s2)c2ccccc2c1=O | 3% | 4% | 2%
CCC(C)(C)NC(=O)C(c1ccc(C)o1)N(C(=O)c1csnn1)c1cccc(F)c1 (stereo not given) | -17% | 1% | 23%
O=C(c1cncc(Br)c1)N1CCc2ccccc2C1 | u | 7% | -1%
CCC1CCCCN1C(=O)CCc1nnc(Cc2c[nH]c3ccccc23)o1 (stereo not given) | 11% | 1% | -6%

Source: PubChem BioAssay
